Bioassay records from PubChem.
FadD28 FP inh: inhibitors of Mycobacterium tuberculosis FadD28 bisubstrate binding; FadD28 bisubstrate probe binding, fluorescence polarization; 360,000 tested, 0.22% active; AID 588549; inhibition, % at 12.5 µM; in the data active = inhibition above about 8.5%, passing the limit was not always enough; inconclusive = no clear call, values can overlap the other calls
Anthrax LF inh2: blocks Bacillus anthracis lethal factor protease | multiplex microsphere protease cleavage assay, LF | inhibition, % at 10 µM | AID 588501 | P15917 | 360,000 tested, 0.12% active; also: plate controls were buffer without enzyme for full effect and enzyme alone for no effect
Target sequence (P15917 whole entry, looked up): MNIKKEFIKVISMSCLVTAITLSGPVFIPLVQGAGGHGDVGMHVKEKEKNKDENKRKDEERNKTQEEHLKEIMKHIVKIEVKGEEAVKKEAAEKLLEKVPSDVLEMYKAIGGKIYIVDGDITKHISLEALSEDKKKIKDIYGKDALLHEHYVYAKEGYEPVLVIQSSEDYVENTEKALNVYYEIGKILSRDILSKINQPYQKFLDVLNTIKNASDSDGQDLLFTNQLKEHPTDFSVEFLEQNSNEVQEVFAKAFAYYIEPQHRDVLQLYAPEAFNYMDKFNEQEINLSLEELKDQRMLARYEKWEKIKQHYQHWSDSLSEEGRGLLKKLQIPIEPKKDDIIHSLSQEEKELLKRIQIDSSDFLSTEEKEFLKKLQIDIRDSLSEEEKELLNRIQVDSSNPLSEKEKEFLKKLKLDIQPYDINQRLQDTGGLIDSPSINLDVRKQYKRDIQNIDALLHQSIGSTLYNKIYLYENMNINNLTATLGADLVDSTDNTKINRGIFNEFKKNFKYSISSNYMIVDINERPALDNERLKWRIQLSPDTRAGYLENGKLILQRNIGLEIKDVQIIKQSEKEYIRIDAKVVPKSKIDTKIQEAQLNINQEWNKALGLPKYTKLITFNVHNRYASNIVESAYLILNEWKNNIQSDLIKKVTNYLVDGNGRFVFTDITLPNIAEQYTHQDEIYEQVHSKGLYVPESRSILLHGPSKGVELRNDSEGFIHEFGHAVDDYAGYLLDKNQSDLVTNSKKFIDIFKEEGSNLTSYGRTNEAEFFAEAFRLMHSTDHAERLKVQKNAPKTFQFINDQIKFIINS
PfHsp40 rescue: rescue of PfHsp40-mediated yeast toxicity; S. cerevisiae expressing PfHsp40, growth rescue, ATP luminescence; AID 504582; growth rescue, % at 12.5 µM; 340,000 tested, 0.68% active; in the data active = growth rescue above about 28%, passing the limit was not always enough; inconclusive = no clear call, values can overlap the other calls;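 also: yeast W303a lacking pdr1 and pdr3 grown in galactose medium; growth measured after three days at 30 °C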
CCHF vOTU inh: CCHFV vOTU protease inhibition; AID 651958; 370,000 tested, 0.55% active; inhibition, % at 11.5 µM; Pep-AMC fluorescence; in the data active = inhibition above about 30%; also: 0% = vehicle wells with enzyme and 100% = no enzyme wells
BoNT-F LC inh: BoNT F light chain protease inhibition. 360,000 tested, 0.22% active. Multiplex microsphere protease cleavage assay, flow cytometry. inhibition, % at 10 µM; in the data active = inhibition above about 35%, passing the limit was not always enough; inconclusive = no clear call, values can overlap the other calls; also: plate controls were buffer without enzyme for full effect and enzyme alone for no effect
TcdB GH inh: TcdB glycohydrolase inhibition; TcdB glycohydrolase enzymatic assay, plate reader; inhibition, % at 9.99 µM; 350,000 tested, 0.24% active; P18177; AID 652162; in the data active = inhibition above about 10%
BoNT-A LC inh2: blocks Botulinum neurotoxin A light chain protease; multiplex microsphere protease substrate cleavage, flow cytometry; 360,000 tested, 0.17% active; inhibition, % at 10 µM; AID 588499; also: plate controls were buffer without enzyme for full effect and enzyme alone for no effect
PrPC surface inh: cell surface PrPC inhibition, primary TR-FRET screen. P04156. TR-FRET read-out. inhibition, % at 13.8 µM. 370,000 tested, 0.43% active; in the data active = inhibition above about 24%; also: 0% = median of the test wells and 100% = reference compound wells
Y pestis TopoI: inhibitors of Yersinia pestis topoisomerase I | Y. pestis Topo-I cleavage product accumulation, plate reader | activity, % at 10 µM | 360,000 tested, 0.064% active | AID 504884; in the data active = activity above about 50%, passing the limit was not always enough; inconclusive = no clear call, values can overlap the other calls; also: inactives centre near 2
An asterisk follows results filed as active. Rule as the data show it, unless noted: active = inhibition above about 30%; inconclusive = no clear call, values can overlap the other calls; inactive = below that.

Results for COc1ccc(CN2C[C@@H](CO)O[C@@H](n3cnc4c(NC5CC5)ncnc43)C2)cc1 ?
FadD28 FP inh: -0.6; Anthrax LF inh2: 0; CCHF vOTU inh: 12; BoNT-F LC inh: 5; TcdB GH inh: 1.0; BoNT-A LC inh2: 0.1; PrPC surface inh: 5; Y pestis TopoI: -3

How did CC(C)=NNc1nc(-c2ccc(N3C(=O)CCC3=O)cc2)cs1 do in these assays?
FadD28 FP inh: -2.1; Anthrax LF inh2: -8; PfHsp40 rescue: -0.6; CCHF vOTU inh: 1; BoNT-F LC inh: -7; TcdB GH inh: 6.1; BoNT-A LC inh2: 0.9; PrPC surface inh: -3; Y pestis TopoI: 5

Results for O=C(COC(=O)C1(c2ccccc2F)CCCC1)N1CCNC1=O ?
FadD28 FP inh: -4.0; Anthrax LF inh2: -3; PfHsp40 rescue: -0.3; CCHF vOTU inh: 3; BoNT-F LC inh: 6; TcdB GH inh: -12; BoNT-A LC inh2: -0.8; PrPC surface inh: 1; Y pestis TopoI: 9

Results for CC(=O)c1ccc(NC(=O)CSc2nc3nc(C)cc(C)n3n2)cc1 ?
FadD28 FP inh: 0.3; Anthrax LF inh2: -2; PfHsp40 rescue: 1.6; CCHF vOTU inh: -1; BoNT-F LC inh: -5; TcdB GH inh: 0.2; BoNT-A LC inh2: 0.0; PrPC surface inh: 10; Y pestis TopoI: 0

What do the screens show for `O=C(CN1C(=O)c2cccc3cccc1c23)NCc1ccncc1`?
FadD28 FP inh: 0.3; Anthrax LF inh2: -8; PfHsp40 rescue: -2.4; CCHF vOTU inh: -5; BoNT-F LC inh: -18; BoNT-A LC inh2: -0.3; PrPC surface inh: -10; Y pestis TopoI: -1

Results for Cc1cccc2c(=O)c(-c3ccc4c(c3)OCO4)c(NC(=O)c3ccco3)oc12 ?
FadD28 FP inh: -2.4; Anthrax LF inh2: -3; PfHsp40 rescue: 0.3; CCHF vOTU inh: 19; BoNT-F LC inh: 4; TcdB GH inh: 0.8; BoNT-A LC inh2: 0.6; PrPC surface inh: 63*; Y pestis TopoI: -7

Results for O=C(c1cccc2ccccc12)N1CCC(N2CCN(c3ccccc3)CC2)CC1 ?
FadD28 FP inh: -4.5; PfHsp40 rescue: -0.1; CCHF vOTU inh: 25; PrPC surface inh: -5; Y pestis TopoI: 18

Results for O=C(NCc1cc(C(F)(F)F)cc(C(F)(F)F)c1)C1CC(c2c(Cl)cccc2Cl)=NO1 (stereo not given) ?
FadD28 FP inh: -1.9; Anthrax LF inh2: -2; PfHsp40 rescue: -1.2; CCHF vOTU inh: 17; BoNT-F LC inh: -6; TcdB GH inh: 0.9; BoNT-A LC inh2: 0.8; PrPC surface inh: 5; Y pestis TopoI: 12

How did O=C(NCc1ccc(Cl)cc1)C1CCN(C(=O)c2ccc(Cl)cc2)CC1 do in these assays?
FadD28 FP inh: -2.5; Anthrax LF inh2: -2; PfHsp40 rescue: -1.0; CCHF vOTU inh: 8; BoNT-F LC inh: 6; TcdB GH inh: 0.3; BoNT-A LC inh2: 2.7; PrPC surface inh: -3; Y pestis TopoI: 19

Results for COc1cccc(CNC(=O)C2CCN(S(=O)(=O)c3cccc4nonc34)CC2)c1 ?
FadD28 FP inh: -1.4; Anthrax LF inh2: -4; PfHsp40 rescue: -0.3; CCHF vOTU inh: 2; BoNT-F LC inh: 1; TcdB GH inh: 0.7; BoNT-A LC inh2: -1.2; PrPC surface inh: -35; Y pestis TopoI: -2

What do the screens show for `CCC(C)OC(=O)C1=C(C)NC(=O)CC1c1ccccc1OC` (stereo not given)?
FadD28 FP inh: inconclusive; Anthrax LF inh2: -1; PfHsp40 rescue: 0.4; CCHF vOTU inh: 11; BoNT-F LC inh: -1; BoNT-A LC inh2: -0.2; PrPC surface inh: 4; Y pestis TopoI: 7

Results for CC(C)(C)n1nnnc1CN1CCN2CCCC2C1 (stereo not given) ?
FadD28 FP inh: -0.1; Anthrax LF inh2: -1; PfHsp40 rescue: -0.4; CCHF vOTU inh: -10; BoNT-F LC inh: -28; BoNT-A LC inh2: -0.7; PrPC surface inh: -9; Y pestis TopoI: 10

How did Cc1c(NC(=O)c2coc(=O)c(Br)c2)c(=O)n(-c2ccccc2)n1C do in these assays?
FadD28 FP inh: -2.5; Anthrax LF inh2: 0; PfHsp40 rescue: 0.0; CCHF vOTU inh: 11; BoNT-F LC inh: 0; BoNT-A LC inh2: 0.0; PrPC surface inh: -7; Y pestis TopoI: -2

What do the screens show for `Cc1nc(N2C(=O)C(=O)/C(=C(/O)c3ccccc3)C2c2ccco2)sc1C` (stereo not given)?
FadD28 FP inh: -3.8; Anthrax LF inh2: 0; PfHsp40 rescue: -0.2; CCHF vOTU inh: 5; BoNT-F LC inh: -2; BoNT-A LC inh2: -0.1; PrPC surface inh: -8; Y pestis TopoI: 0

What do the screens show for `Cc1ccccc1-c1nnc(NC(=O)c2ccc(N3C(=O)CCC3=O)cc2)s1`?
FadD28 FP inh: -0.4; Anthrax LF inh2: -10; PfHsp40 rescue: -1.4; CCHF vOTU inh: -1; BoNT-F LC inh: -5; TcdB GH inh: -1.4; BoNT-A LC inh2: -1.3; PrPC surface inh: 5; Y pestis TopoI: -2

Retrieved by compound from above (two):
Results for O=C(COC(=O)C1(c2ccccc2F)CCCC1)N1CCNC1=O ?
FadD28 FP inh: -4.0; Anthrax LF inh2: -3; PfHsp40 rescue: -0.3; CCHF vOTU inh: 3; BoNT-F LC inh: 6; TcdB GH inh: -12; BoNT-A LC inh2: -0.8; PrPC surface inh: 1; Y pestis TopoI: 9

Results for CC(=O)c1ccc(NC(=O)CSc2nc3nc(C)cc(C)n3n2)cc1 ?
FadD28 FP inh: 0.3; Anthrax LF inh2: -2; PfHsp40 rescue: 1.6; CCHF vOTU inh: -1; BoNT-F LC inh: -5; TcdB GH inh: 0.2; BoNT-A LC inh2: 0.0; PrPC surface inh: 10; Y pestis TopoI: 0

(more compounds)
How did CCC(C)(C)NC(=O)CN(C(=O)c1snc(C(N)=O)c1N)c1ccc(OC)c(OC)c1 do in these assays?
FadD28 FP inh: -1.1; Anthrax LF inh2: 0; PfHsp40 rescue: 1.3; CCHF vOTU inh: -4; BoNT-F LC inh: -14; BoNT-A LC inh2: -1.7; PrPC surface inh: -11; Y pestis TopoI: 0

What do the screens show for `Cc1ccc(S(=O)(=O)n2ccc(-c3ccc(OCc4c(F)cccc4Cl)cc3)n2)cc1`?
FadD28 FP inh: -1.9; Anthrax LF inh2: -2; PfHsp40 rescue: -0.9; CCHF vOTU inh: -13; BoNT-F LC inh: -9; BoNT-A LC inh2: -1.3; PrPC surface inh: -2; Y pestis TopoI: 1

What do the screens show for `Cn1cc(CNC(=O)c2sc3cccc(Cl)c3c2Cl)cn1`?
FadD28 FP inh: -4.0; Anthrax LF inh2: 5; PfHsp40 rescue: 0.5; CCHF vOTU inh: 0; BoNT-F LC inh: 2; BoNT-A LC inh2: -0.4; PrPC surface inh: -7; Y pestis TopoI: 19

What do the screens show for `CC(C)CCNC(=O)c1ccccc1NC(=O)C1=CSCCO1`?
FadD28 FP inh: -2.4; Anthrax LF inh2: 7; PfHsp40 rescue: -0.2; CCHF vOTU inh: 6; BoNT-F LC inh: 19; TcdB GH inh: -11; BoNT-A LC inh2: 14; PrPC surface inh: 1; Y pestis TopoI: 8

How did C=CCn1c(CCSCc2ccccc2)n[nH]c1=S do in these assays?
FadD28 FP inh: -4.2; Anthrax LF inh2: -5; PfHsp40 rescue: 0.1; CCHF vOTU inh: -12; BoNT-F LC inh: 4; TcdB GH inh: 2.9; BoNT-A LC inh2: 1.1; PrPC surface inh: -7; Y pestis TopoI: 2

What do the screens show for `CC(=O)c1cc2c(cc1NC(=O)CSc1nnc(C3CC3)n1C)OCO2`?
FadD28 FP inh: -0.5; Anthrax LF inh2: -4; CCHF vOTU inh: 2; BoNT-F LC inh: 1; TcdB GH inh: -2.5; BoNT-A LC inh2: -0.2; PrPC surface inh: -3; Y pestis TopoI: -10

How did Cc1cc(C)cc(NC(=O)CSc2nc3c(oc4ccccc43)c(=O)n2-c2ccccc2)c1 do in these assays?
FadD28 FP inh: 2.3; Anthrax LF inh2: 0; PfHsp40 rescue: -1.0; CCHF vOTU inh: -4; BoNT-F LC inh: -5; TcdB GH inh: 0.7; BoNT-A LC inh2: -0.5; PrPC surface inh: -2; Y pestis TopoI: 0

How did COc1ccc(-c2[nH]ncc2[C@@H]2C[C@H]3CN(Cc4ccccc4C)C(=O)[C@]34CCCN24)cc1 do in these assays?
FadD28 FP inh: -1.8; Anthrax LF inh2: -2; PfHsp40 rescue: 0.7; CCHF vOTU inh: 6; BoNT-F LC inh: -4; TcdB GH inh: 1.1; BoNT-A LC inh2: -0.3; PrPC surface inh: 3; Y pestis TopoI: 13

How did c1coc(C2OCC3(CO2)COC(c2ccco2)OC3)c1 (stereo not given) do in these assays?
FadD28 FP inh: -0.2; Anthrax LF inh2: 6; PfHsp40 rescue: -0.4; CCHF vOTU inh: 4; BoNT-F LC inh: inconclusive; TcdB GH inh: -1.1; BoNT-A LC inh2: -3.3; PrPC surface inh: 2; Y pestis TopoI: -4

Results for CC(C)(C)n1nnnc1C(c1cccs1)N1CCN(Cc2ccccc2)CC1 (stereo not given) ?
FadD28 FP inh: -0.4; Anthrax LF inh2: -5; PfHsp40 rescue: 1.0; CCHF vOTU inh: 2; BoNT-F LC inh: -18; TcdB GH inh: 0.1; BoNT-A LC inh2: -0.2; PrPC surface inh: -7; Y pestis TopoI: 5

How did CCn1c(=O)cc(OCC(=O)Nc2ccc(C)cn2)c2ccccc21 do in these assays?
FadD28 FP inh: -3.4; Anthrax LF inh2: 0; PfHsp40 rescue: 1.1; CCHF vOTU inh: 9; BoNT-F LC inh: 2; BoNT-A LC inh2: 0.5; PrPC surface inh: 14; Y pestis TopoI: 2

How did CC(C)n1nccc1NC(=O)COC(=O)c1ccc(NC(N)=O)cc1 do in these assays?
FadD28 FP inh: 2.6; Anthrax LF inh2: 0; PfHsp40 rescue: -0.4; CCHF vOTU inh: 8; BoNT-F LC inh: 1; TcdB GH inh: 0.2; BoNT-A LC inh2: -0.4; PrPC surface inh: 9; Y pestis TopoI: 2

What do the screens show for `CSc1nc(Cl)c(Br)c(N2CC2)n1`?
FadD28 FP inh: -1.8; Anthrax LF inh2: -11; PfHsp40 rescue: -1.1; CCHF vOTU inh: -16; BoNT-F LC inh: -32; TcdB GH inh: 1.1; BoNT-A LC inh2: 0.0; PrPC surface inh: 1; Y pestis TopoI: 0

How did CC(C)CNC(=O)NC(=O)COC(=O)C1CSC2(c3ccc(F)cc3)CCC(=O)N12 (stereo not given) do in these assays?
FadD28 FP inh: -1.1; Anthrax LF inh2: 0; PfHsp40 rescue: -0.9; CCHF vOTU inh: -5; BoNT-F LC inh: -4; TcdB GH inh: 0.2; BoNT-A LC inh2: 0.0; PrPC surface inh: 2; Y pestis TopoI: 8

What do the screens show for `O=C1CCc2cc(NS(=O)(=O)c3ccc([N+](=O)[O-])cc3)cc3c2N1CCC3`?
FadD28 FP inh: 0.7; Anthrax LF inh2: -3; PfHsp40 rescue: -1.6; CCHF vOTU inh: -4; BoNT-F LC inh: 2; TcdB GH inh: -1.0; BoNT-A LC inh2: -2.5; PrPC surface inh: -14; Y pestis TopoI: -7

Results for COc1ccc2[nH]c(=O)c(CN(CCO)S(=O)(=O)c3ccc(C)cc3)cc2c1 ?
FadD28 FP inh: -1.4; Anthrax LF inh2: -6; PfHsp40 rescue: 0.1; CCHF vOTU inh: -16; BoNT-F LC inh: 0; TcdB GH inh: 1.5; BoNT-A LC inh2: 0.3; PrPC surface inh: 7; Y pestis TopoI: 11

How did O=C(CN1CCCCC1)Nc1ccc(NC(=O)c2ccc(Cl)cc2)cc1Cl do in these assays?
FadD28 FP inh: -1.8; Anthrax LF inh2: 1; PfHsp40 rescue: -0.1; CCHF vOTU inh: 4; BoNT-F LC inh: 1; BoNT-A LC inh2: 0.2; PrPC surface inh: -3; Y pestis TopoI: 4

What do the screens show for `COc1ccc(S(=O)(=O)N(C)Cc2ccc3c(c2)OCCO3)cc1`?
FadD28 FP inh: -3.9; Anthrax LF inh2: -8; PfHsp40 rescue: 0.4; CCHF vOTU inh: -3; BoNT-F LC inh: 3; TcdB GH inh: -3.2; BoNT-A LC inh2: -0.4; PrPC surface inh: -1; Y pestis TopoI: 13

Compounds as they come. About 2.3% of those tested had a hit in this group.
